# Myeloid diff MLP = compounds promoting myeloid differentiation; AID 624256; calls only at 10 µM; 360,000 tested, 1% active; ER-HoxA9 myeloid progenitors, lysozyme-GFP differentiation, flow cytometry;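 active means normalized GFP-positive differentiation at or above the plate's own cutoff, the solvent-only control mean plus 3 SD; inconclusive means no clear call, values can overlap the other calls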;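 further: cells exposed to compound for four days before flow analysis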
# T cell modulator = T cell immune modulation candidate; 2C CD8+ T cell-vesicle binding, flow cytometry; active compounds read low; calls only at 7 µM; 330,000 tested, 0.068% active; AID 2052;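 active means response, share of CD8 T cells binding vesicles, and their 90th percentile fluorescence all below set limits, cut at about 80% in these data, passing the limit was not always enough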
#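 Material: 2C TCR transgenic mouse naive CD8+ T cells, MACS-purified. Also added: QL9-charged Drosophila Ld/ICAM-1/B7-1 vesicles. Timing: binding 1.5 h at 37 °C. Measured by: high-throughput flow cytometry with anti-B7-1 and anti-CD8 staining. Read-out: percent CD8+ FL2 mean versus row control. Controls: Unloaded micro-vesicles (low), QL9 vesicles with 0.7% DMSO (high).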
# Salmonella PhoP GFP = inhibitors of PhoP regulon expression, primary screen, Salmonella Typhimurium, GFP reporter (AID 1863); S. Typhimurium PhoP-regulated promoter GFP reporter, 4 h; higher % means a stronger effect; inhibition, % at 50 µM, or IC50 in µM where a hit was titrated; 300,000 tested, 0.16% active;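 active means inhibition over 29.93%, a cutoff 3 SD above the screen mean, later confirmed by dose response; inconclusive means inhibition over 29.93% but no dose response follow-up; inactive means inhibition at most 29.93% or unconfirmed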;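 further: 0% = low Mg2+ inducing control and 100% = high Mg2+ repressing control; strong numbers were not always called active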
# bCat nuc transl = modulators of beta-catenin nuclear translocation | 190,000 tested, 0.3% active | nuclear translocation activity, % at 5 µM | AID 1665 | HeLa beta-catenin nuclear translocation, immunofluorescence imaging;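 active means nuclear translocation activity above 50% at 5 µM, with a well cell count of 50 or more; inconclusive means wells under 50 cells across six images, flagged as toxic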;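 further: per-cell ratio of nuclear to cytoplasmic median beta-catenin stain intensity; plate controls were DMSO negative control for no effect and GSK-3 inhibitor IX positive control for full effect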
#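 Read-out: Nuclear/cytoplasmic beta-catenin signal ratio, % activation | Assay system: Human HeLa cell line | Times: 24 h compound exposure at 37°C, 5% CO2 | Signal: Fluorescence imaging of beta-catenin antibody stain plus DAPI | Dosing: 5 µM primary, 0.02–20 µM confirmation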
# SV40 large T antigen = SV40 large T antigen inhibitors, biochemical (AID 1903) | SV40 large T antigen ATPase/helicase inhibition assay; higher % means a stronger effect | one-dose inhibition, % at 20 µM; IC50 in µM for titrated hits | 310,000 tested, 0.39% active; in the data active means a potency from the dose series; inconclusive means inhibition mostly from about 32% at the one dose, without a potency; inactive means the rest, 99 in 100 with inhibition below about 32%; further: strong numbers were not always called active
# West Nile virus CPE = West Nile virus antiviral activity, cell-based, CPE readout (AID 1621); West Nile virus-infected cells, CPE inhibition; higher % means a stronger effect; one-dose CPE inhibition, % at 10 µM; IC50 in µM for titrated hits; 290,000 tested, 0.02% active; in the data active means a potency from the dose series; inconclusive means CPE inhibition mostly from about 3.7% at the one dose, without a potency; inactive means the rest, 99 in 100 with CPE inhibition below about 2.2%; further: strong numbers were not always called active
# WT yeast gro inh = growth inhibition of WT yeast, mitochondrial fusion screen. mitochondrial fusion phenotypic screen, WT strain. 190,000 tested, 2.1% active. inhibition, % at 10 µM. AID 1362; in the data active means inhibition above about 58%; tested in S. cerevisiae
# RSV CPE inhibition = RSV antiviral activity via CPE protection, HEp-2 cells, primary 10 µM value included (AID 2391) | HEp-2 cells, RSV-induced CPE inhibition; higher % means a stronger effect | CPE inhibition, % at 10 µM, or IC50 in µM where a hit was titrated | 310,000 tested, 0.13% active; in the data active means a potency from the dose series; inconclusive means CPE inhibition mostly from about 23% at the one dose, without a potency; inactive means the rest, 99 in 100 with CPE inhibition below about 21%; further: strong numbers were not always called active
# MgcRacGAP inhibition = MgcRacGAP GTPase-activating activity inhibitors, confirmation, biochemical, ADP Hunter fluorescence; inhibition, % at 30 µM; hits with a dose series show IC50 in µM; 340,000 tested, 0.6% active; MgcRacGAP-stimulated Rac1 GTP hydrolysis, ADP Hunter fluorescence; higher % means a stronger effect; GST-tagged Rac1 F28L mutant substrate; AID 624330;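 active means first-screen hits whose inhibition reached a set limit at any dose in the follow-up dose series; inconclusive means inhibition above the set first-screen limit but never retested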;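 further: fluorescence reports GDP produced by GAP-driven GTP hydrolysis; strong numbers were not always called active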
# WT yeast gro inh mutant strain = second read-out of WT yeast gro inh, no call of its own (marks repeat the call); inhibition, %; mitochondrial fusion phenotypic screen, mutant strain inhibition
# bCat nuc transl cell count 5 µM = recorded beside bCat nuc transl, whose call it bears; cell count; measured here: cell count, cytotoxicity flag
# T cell modulator vesicle-bound % = second read-out of T cell modulator, no call of its own (marks repeat the call); double positive events, %; measured here: CD8+ vesicle-bound cell fraction;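 binding gate set so that unloaded-vesicle control wells show 10% double positive cells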
# Myeloid diff MLP GFP+ MAC1+ % = further read-out of Myeloid diff MLP, marked with its call; GFP+ MAC1+ double positive, %; measured here: differentiation confirmed by MAC1 staining
# * marks the source's active call; other numbers are inactive results; i = inactive; ? = inconclusive; · = no result given; & = joins results of further samples; ! = a repeat was not active.
SMILES,Myeloid diff MLP,Myeloid diff MLP GFP+ MAC1+ %,T cell modulator,T cell modulator vesicle-bound %,Salmonella PhoP GFP,bCat nuc transl,bCat nuc transl cell count 5 µM,SV40 large T antigen,West Nile virus CPE,WT yeast gro inh,WT yeast gro inh mutant strain,RSV CPE inhibition,MgcRacGAP inhibition
COC(=O)c1ccccc1NC(=O)CSc1ccc(C)cc1,i,1.1,i,25,4%,0.7,1215,3%,-0.4%,20,2,5.2%,5%
O=C1CCC(C(=O)N2CCC(CO)(Cc3ccc(Cl)cc3)CC2)=NN1,i,0.2,i,69,6%,2.8,992,5%,0.0%,-9,4,-0.2%,2%
C/C(=N\NC(=O)CNc1cccc(C)c1)c1ccc(Br)s1,i,0.3,i,8,-8%,-1.4,892,7%,-0.7%,6,16,5.0%,10%
NC(=O)c1ccc(OCC(F)(F)F)nc1,i,0.7,i,52,1%,-0.1,1055,8%,0.1%,·,·,1.8%,14%
CCCCc1ccc(S(=O)(=O)NCCc2ccncc2)cc1,i,0.8,i,34,0%,-1.1,1022,7%,-0.6%,6,-5,2.3%,10%
O=C1CC(=C(c2ccccc2)c2ccccc2)C(=O)N1CCCCN1CCN(c2cccc(Cl)c2)CC1,i,0.6,i,50,16%,-1.3,1045,-2%,-0.5%,41,23,9.7%,5%
O=C(COc1ccccc1)Nc1ccc(S(=O)(=O)Nc2ncccn2)cc1,i,0.1,i,35,7%,2.0,1025,-1%,0.9%,-3,4,1.4%,7%
C=CCNC(=O)c1cc2c(=O)n3ccccc3nc2s1,i,0.4,i,24,-8%,·,·,22%,0.0%,·,·,0.7%,·
Cc1[nH]n(-c2ccccc2)c(=O)c1/C=N/NC(=O)c1cccc(F)c1,·,·,i,59,29%,·,·,-17%,?,·,·,3.0%,-3%
O=C(c1cc(-c2cccc(Cl)c2)on1)N1CCCC1,i,1.8,i,39,-4%,·,·,10%,-0.6%,·,·,1.9%,4%
Cc1ccc(S(=O)(=O)CCC(=O)OCC(=O)Nc2cc(C)on2)cc1,i,0.9,i,49,9%,-2.7,1189,-4%,0.2%,11,-3,0.3%,6%
O=C(Cn1cnc2c(nnn2-c2ccccc2)c1=O)NCc1ccc(F)cc1,i,2.2,i,28,-4%,1.1,1084,9%,-0.1%,-5,9,2.8%,0%
O=C(NC1CCCCCCC1)c1ccccc1O,i,0.2,i,53,-6%,-4.6,1091,16%,-0.4%,8,6,12%,7%
CCCCNCCCCOc1ccccc1,i,5.8,i,30,-13%,-5.5,1136,4%,0.1%,6,21,-0.7%,8%
CC(C)C(=O)NNc1ccc(C(F)(F)F)cn1,i,0.3,i,33,-6%,-1.8,1169,9%,0.0%,·,·,5.6%,5%
Cc1ccc(C)c(NC(=O)COC(=O)c2cccc(S(=O)(=O)N3CCCCC3)c2)c1,i,1.2,i,40,-4%,·,·,13%,·,·,·,2.2%,4%
COc1ccc(N2C(=O)C3C4C=CC(C5CC45)C3C2=O)c([N+](=O)[O-])c1 (stereo unspecified),i,1.0,i,30,-4%,-1.7,1400,2%,-0.3%,-8,13,0.1%,8%
Nc1nonc1/C(=N/O)N1CCCC1,i,0.0,i,34,-3%,-7.4,1023,6%,-0.2%,11,3,0.1%,9%
CCOC(=O)CSc1nc2ccccc2c(=O)n1C,i,0.4,i,8,-7%,-0.3,1227,-10%,0.2%,-6,13,1.6%,13%
Cc1ccc(Nc2nc(N)c([N+](=O)[O-])c(N3CCOCC3)n2)cc1C,·,·,i,39,0%,-1.1,904,3%,-0.1%,-1,-27,39%,3%
CCOC(=O)N1CCN(c2ccc(N3C(=O)CCCC3=O)cc2[N+](=O)[O-])CC1,i,0.5,i,31,-6%,-0.2,1203,3%,1.1%,-8,-1,-1.4%,4%
CCCCc1ccc(NC(=O)CN(C)CC(=O)Nc2ccccc2Cl)cc1,i,0.7,i,33,2%,·,·,3%,0.3%,·,·,18%,12%
CCn1c(CSc2nnc(-c3ccncc3)n2CCOC)nc2cc(C(=O)O)ccc21,i,0.7,i,45,1%,-2.5,1169,1%,0.1%,8,-5,1.4%,8%
COc1ccc(CCNc2nc(C)cc(=O)[nH]2)cc1OC,i,0.4,i,32,·,·,·,·,0.2%,·,·,7.2%,0%
NNC(=O)CNC(c1ccccc1)c1cc(Cl)ccc1NC(=O)c1ccccc1 (stereo unspecified),i,0.5,i,46,0%,·,·,12%,-1.2%,·,·,1.6%,10%
Cc1cccc(C)c1NC(=O)COC(=O)CSc1nnc(N)s1,i,1.1,i,67,-14%,-2.1,963,3%,-0.1%,1,-3,0.6%,-2%
COc1cc(OC)cc(-c2nc(=S)n3ccsc3n2)c1,i,0.6,i,44,0%,-2.4,1101,1%,0.1%,-12,-6,1.9%,5%
CN(CC(=O)NC1CC(C)(C)NC(C)(C)C1)S(=O)(=O)c1ccc(Br)cc1,i,0.6,i,14,-4%,·,·,10%,-1.0%,·,·,0.0%,11%
Cc1ccc(N2C(=N)SCC2=O)cc1Cl,i,1.2,i,52,-26%,0.5,514,10%,0.3%,-5,10,1.1%,9%
NS(=O)(=O)c1ccc(CCNC(=O)c2cnc(Cl)c(Cl)c2)cc1,i,1.9,i,30,11%,·,·,10%,-0.3%,·,·,1.1%,7%
COc1ccc(OC)c(CN2CCN(C(=O)[C@@H](NC(=O)c3cccc(C)c3)C(C)C)CC2)c1,i,0.3,i,45,·,·,·,·,·,·,·,0.9%,5%
Cc1ccccc1CSc1nnc(C)c(=O)[nH]1,i,2.8,i,33,-33%,-3.2,1117,1%,0.2%,6,0,4.3%,2%
Cc1ccc(-c2csc(N3CCC[C@@H]3C(=O)NCCn3c(-c4ccncc4)nc4ccccc43)n2)cc1,i,4.7,i,62,2%,·,·,16%,0.1%,·,·,20%,1%
CC(=O)C1=C(C)NC(=O)NC1c1ccc(Cl)cc1 (stereo unspecified),i,0.4,i,26,-7%,-4.3,1144,1%,0.0%,3,-5,0.1%,16%
N#C/C(=C\c1cn(-c2ccccc2)nc1-c1ccccc1)S(=O)(=O)c1ccccc1,i,0.1,i,49,-16%,·,·,-4%,·,-11,-6,3.4%,9%
COc1c2c(nc3ccccc13)OC(C(C)(O)COC(C)=O)C2 (stereo unspecified),i,4.8,i,14,2%,-4.7,1004,3%,0.3%,-3,-3,-0.9%,7%
Cn1cccc1CC(=O)NNC(=O)Nc1ccccc1F,i,1.3,i,44,·,·,·,·,·,·,·,0.9%,-1%
Cc1cc(C(=O)N2CCN(c3cc(Cl)ccc3C)CC2)on1,i,2.1,i,20,·,·,·,0%,-0.7%,·,·,4.8%,10%
CC1(C)C(=O)N(c2ccccc2)C1c1ccccc1O (stereo unspecified),i,0.3,i,33,-7%,·,·,18%,-0.5%,·,·,-2.9%,4%
CCCCCCCCCCCCCCCCn1cc[n+](C)c1,·,·,i,11&56,17µM*!,18&31,784&111,33%&34%,-1.4%&0.1%,96,99,-3.9%,31%
O=C(Cn1ncc2c([nH]c3ccccc32)c1=O)N1CCCCC1,i,0.9,i,12,-10%,·,·,2%,0.5%,·,·,7.4%,-1%
c1ccc2c(N3CCCCC3)nc(N3CCCC3)nc2c1,i,1.4,i,21,3%,·,·,21%,0.9%,29,28,19%,9%
Cc1cc(C(=O)N2CCC(C(F)(F)F)n3nccc32)on1 (stereo unspecified),i,0.2,i,54,6%,·,·,12%,0.2%,-5,-1,0.1%,-2%

# Sorted by heavy-atom count (falling): 9 of the compounds above.
SMILES,Myeloid diff MLP,Myeloid diff MLP GFP+ MAC1+ %,T cell modulator,T cell modulator vesicle-bound %,Salmonella PhoP GFP,bCat nuc transl,bCat nuc transl cell count 5 µM,SV40 large T antigen,West Nile virus CPE,WT yeast gro inh,WT yeast gro inh mutant strain,RSV CPE inhibition,MgcRacGAP inhibition
Cc1ccc(-c2csc(N3CCC[C@@H]3C(=O)NCCn3c(-c4ccncc4)nc4ccccc43)n2)cc1,i,4.7,i,62,2%,·,·,16%,0.1%,·,·,20%,1%
COc1ccc(OC)c(CN2CCN(C(=O)[C@@H](NC(=O)c3cccc(C)c3)C(C)C)CC2)c1,i,0.3,i,45,·,·,·,·,·,·,·,0.9%,5%
N#C/C(=C\c1cn(-c2ccccc2)nc1-c1ccccc1)S(=O)(=O)c1ccccc1,i,0.1,i,49,-16%,·,·,-4%,·,-11,-6,3.4%,9%
COc1c2c(nc3ccccc13)OC(C(C)(O)COC(C)=O)C2 (stereo unspecified),i,4.8,i,14,2%,-4.7,1004,3%,0.3%,-3,-3,-0.9%,7%
Cc1cc(C(=O)N2CCN(c3cc(Cl)ccc3C)CC2)on1,i,2.1,i,20,·,·,·,0%,-0.7%,·,·,4.8%,10%
Cc1cc(C(=O)N2CCC(C(F)(F)F)n3nccc32)on1 (stereo unspecified),i,0.2,i,54,6%,·,·,12%,0.2%,-5,-1,0.1%,-2%
CC1(C)C(=O)N(c2ccccc2)C1c1ccccc1O (stereo unspecified),i,0.3,i,33,-7%,·,·,18%,-0.5%,·,·,-2.9%,4%
CC(=O)C1=C(C)NC(=O)NC1c1ccc(Cl)cc1 (stereo unspecified),i,0.4,i,26,-7%,-4.3,1144,1%,0.0%,3,-5,0.1%,16%
Cc1ccccc1CSc1nnc(C)c(=O)[nH]1,i,2.8,i,33,-33%,-3.2,1117,1%,0.2%,6,0,4.3%,2%

# Screening results: PubChem BioAssay, several laboratories
